SENP8 inh: inhibitors of human SENP8 protease; inhibition, % at 20 µM; 360,000 compounds, 0.64% hits; recombinant SENP8, Nedd8 substrate fluorescence; Q96LD8; in the data active = inhibition mostly above about 40%, no sharp cut-off; inactive = mostly below about 27%
Target sequence (Q96LD8 whole entry, looked up): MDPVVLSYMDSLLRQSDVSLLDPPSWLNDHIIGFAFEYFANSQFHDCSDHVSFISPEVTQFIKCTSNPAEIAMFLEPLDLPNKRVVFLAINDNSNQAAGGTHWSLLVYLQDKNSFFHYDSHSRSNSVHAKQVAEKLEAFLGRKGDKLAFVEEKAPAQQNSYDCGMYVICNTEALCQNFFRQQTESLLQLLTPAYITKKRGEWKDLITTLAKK
hIAP act: increases human intestinal alkaline phosphatase activity | P09923 | purified human IAP, CDP-Star luminescence, 30 min; hits give high values; 1 = vehicle-only enzyme, 0 = enzyme-free background | activation factor at 10 µM | 330,000 compounds, 0.16% hits;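 active = activation factor of the enzyme at least 2-fold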; also: the source names both 10 and 20 µM as test concentration; values of inactives mirror those of a sister screen read the other way
Target sequence (P09923 whole entry, looked up): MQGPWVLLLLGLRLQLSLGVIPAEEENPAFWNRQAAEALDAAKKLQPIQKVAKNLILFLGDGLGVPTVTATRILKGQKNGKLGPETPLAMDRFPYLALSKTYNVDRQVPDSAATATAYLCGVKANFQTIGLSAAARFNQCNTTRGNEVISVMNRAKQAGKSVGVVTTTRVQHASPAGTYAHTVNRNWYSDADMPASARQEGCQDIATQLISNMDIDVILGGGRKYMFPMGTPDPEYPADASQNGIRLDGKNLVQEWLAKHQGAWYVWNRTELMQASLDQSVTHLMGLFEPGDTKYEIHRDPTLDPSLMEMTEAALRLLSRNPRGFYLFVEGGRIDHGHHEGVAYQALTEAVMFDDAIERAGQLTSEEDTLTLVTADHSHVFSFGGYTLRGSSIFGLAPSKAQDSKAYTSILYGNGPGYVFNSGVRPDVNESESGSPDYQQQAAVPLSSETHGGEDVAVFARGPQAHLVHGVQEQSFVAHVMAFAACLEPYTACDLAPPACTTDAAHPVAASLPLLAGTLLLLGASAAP
SENP6 block: blocks the human protease SENP6; Q9GZR1; Recombinant SENP6 catalytic domain, aminoluciferin luminescence; inhibition, % at 10 µM; 330,000 compounds, 1.8% hits;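 active = inhibition above about 50% at the single tested dose, limit read from the data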;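 also: plate controls were DMSO wells with enzyme for no effect and DMSO wells lacking enzyme for full effect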
GRIN3A LBD mod: modulators (binders) of human NR3A ligand-binding domain; NR3A LBD differential scanning fluorimetry, Tm shift; 0% = protein alone, 100% = glycine-bound protein; Tm shift relative to glycine control, % at 25 µM; 340,000 compounds, 2.5% hits; AID 1259313;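 active = melting temperature shift of at least 10% of the positive control shift, at one fixed dose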
SENP1 inh: inhibitors of human SENP1 SUMO protease catalytic domain. Q9P0U3. recombinant SENP1 catalytic domain, CyPet-SUMO1-YPet FRET cleavage. inhibition, % at 10 µM. 360,000 compounds, 0.21% hits. AID 624204;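 active = inhibition at least 30% at 10 µM, raw YFP signal under a set limit, fluorescence ratio 0.5 to 1.5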;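 also: 0% = enzyme with DMSO and 100% = no enzyme wells; some results filed as inactive read as strong as hits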
Target sequence (Q9P0U3 419-644 limits assumed): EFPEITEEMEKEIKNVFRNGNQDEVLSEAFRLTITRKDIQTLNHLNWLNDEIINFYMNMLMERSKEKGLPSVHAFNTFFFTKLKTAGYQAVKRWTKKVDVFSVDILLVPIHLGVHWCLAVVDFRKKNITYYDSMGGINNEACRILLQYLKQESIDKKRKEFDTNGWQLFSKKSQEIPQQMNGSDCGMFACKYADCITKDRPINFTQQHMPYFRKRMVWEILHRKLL
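Controls: no-enzyme wells low, DMSO-plus-enzyme wells high control. Test system: human recombinant His6-tagged SENP1 catalytic domain enzyme. Reagent: SFCypet-SUMO1-SFYpet FRET protein substrate, 25 nM final. Doses: one dose per compound, 10 µM, 0.5% DMSO. Detection: FRET, CFP and YFP emission. Timing: 50 min reaction at room temperature.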
ATG4B inh: inhibitors of human ATG4B cysteine protease; Q9Y4P1; ATG4B cleavage of LC3-PLA2, NBD-HPC fluorescence, 1 h; inhibition, % at 8.33 µM; 340,000 compounds, 0.51% hits; AID 504462; in the data active = inhibition above about 40%
MPTP block: blocks calcium-induced mitochondrial swelling; isolated mouse mitochondria, Ca2+ swelling absorbance, 30 min; inhibition, % at 10 µM; 360,000 compounds, 1.4% hits; AID 602449;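 active = inhibition of 50% or more, scaled per plate between neutral and stimulator controls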;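 also: 0% = DMSO wells given calcium and 100% = 1 mM EGTA wells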
PfG6PD inh: PfG6PD (Plasmodium falciparum) enzyme inhibition; PfGluPho enzyme, NADPH resazurin-diaphorase fluorescence; inhibition, % at 20 µM; 350,000 compounds, 0.78% hits; AID 504690;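 active = inhibition reaching at least a set limit at 20 µM in the primary screen, cut at about 59% in these data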;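 also: 0% = DMSO wells with substrate and 100% = DMSO wells lacking glucose-6-phosphate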
* = called active by the depositor; . = no result given.

Below each SMILES – SENP8 inh	hIAP act	SENP6 block	GRIN3A LBD mod	SENP1 inh	ATG4B inh	MPTP block	PfG6PD inh
- COc1ccc(OC(C)C(=O)NC(C)c2ccccc2)cc1 (configuration not stated)
  6	1.1	-14	1	1	2	1.9	-17
- O=C(Nc1nc2ccccc2c(=O)s1)c1ccc(F)cc1Cl
  -6	1	-14	2	0	4	-0.9	-10
- O=C(NCCc1cccc(F)c1)C1CCCN(c2nc3ccccc3s2)C1 (configuration not stated)
  8	0.95	3	1	2	9	1.5	4
- O=c1c(Cc2ccc(Cl)cc2Cl)c(O)ccn1CC(F)(F)F
  17	1.1	20	-1	-1	-5	-0.5	-19
- O=C(C(=O)N1CCN(Cc2ccc3c(c2)OCO3)CC1)c1c[nH]c2ccccc12
  -5	1.2	-13	2	-1	-6	-0.3	-3
- O=C(NCCS(=O)(=O)N1CCN(c2ccc(F)cc2)CC1)C1CC(=O)N(c2ccccc2)C1 (configuration not stated)
  7	0.77	-9	-2	1	4	1.2	6
- COc1ccc(C(=O)C2CN(c3ccccc3)CC2c2ccc(Cl)cc2)cc1 (configuration not stated)
  -22	0.82	-5	-5	-16	4	2.7	3
- O=C1c2ccccc2CCC12N=NCC2c1ccc(Cl)cc1 (configuration not stated)
  -14	0.81	5	1	-5	8	1.3	11
- CCOC(=O)C1CCCN(c2c(C(=O)c3ccccc3)cnc3ccc(OC)cc23)C1 (configuration not stated)
  -22	0.95	10	0	-2	1	-2.3	27
- Cc1cccc(NC(=S)N(C)C)c1C
  14	1.2	3	1	2	3	2.8	-7
- CCC(C)(C)n1nnnc1C(c1cc2ccc(C)cc2[nH]c1=O)N(Cc1cccnc1)Cc1ccco1 (configuration not stated)
  -42	1.2	7	-2	-3	-2	3.1	13
- CCc1cccc(CC)c1NC(=S)NCc1ccc2c(c1)OCO2
  8	0.96	3	-9	1	8	1.4	3
- CCN(C(=O)CSc1nc(-c2ccccc2)cn1N)c1c(N)n(Cc2ccccc2)c(=O)[nH]c1=O
  0	1.2	-27	1	-5	-1	0.2	-10
- COc1ccccc1NC(=O)CN1C(=O)NC(C)(C)C1=O
  12	1.2	-9	-3	1	12	0.2	6
- CCc1ccc(N2CC(C(=O)Nc3ccc(S(=O)(=O)Nc4ncccn4)cc3)CC2=O)cc1 (configuration not stated)
  6	0.99	4	-1	2	-6	-1.3	-20
- CC(=O)N1CCN(c2ccc(NC(=O)c3ccc(N4CCCC4)c([N+](=O)[O-])c3)cc2Cl)CC1
  11	0.84	-2	-32	2	-11	0.0	20
- OC1(CC#CCN2CCCCC2)c2ccccc2-c2ccccc21
  15	1.1	1	1	-1	-9	10	10
- Cc1cc(C(=O)CSc2nnnn2-c2ccccc2)c(C)n1CCc1ccccc1
  35	0.96	-10	3	-1	-2	4.7	-3
- O=C(CNC(=O)c1ccccc1F)NCCc1ccccc1F
  18	0.98	-23	0	2	-4	-0.2	-5
- CCn1c(COc2cccc(OC)c2)nnc1SCC(=O)Nc1cccc(OC)c1
  18	0.94	-3	5	0	-3	0.7	-13
- COC(=O)[C@@]12OC[C@]34[C@H]([C@@H](O)[C@@H]1O)[C@@]1(C)C(=O)C(O[C@@H]5OC(CO)[C@@H](O)[C@@H](O)[C@@H]5O)=C[C@@H](C)[C@@H]1C[C@H]3OC(=O)[C@H](OC(=O)/C=C(\C)C(C)(C)OC(C)=O)[C@@H]24 (some centres not stated)
  .	1.1	0	-3	.	-4	.	20
- c1ccc2nc3c(cc2c1)CCCCCC3
  10	1	-17	1	1	-2	3.4	-4
- O=C(CSc1ncc(-c2ccc(F)cc2)n1Cc1ccco1)Nc1nccs1
  8	1.1	-3	1	0	-5	2.8	3
- CC1Cn2c(nnc2C23CC4CC(CC(C4)C2)C3)S1 (configuration not stated)
  15	2*	-4	1	1	-6	0.0	-1
- O=c1[nH]c2c(s1)C=Nc1ccccc1N2
  -60	0.93	-30	-15	-24	-9	3.9	8
- CC(NC(=O)COC(=O)/C=C/c1cccc(C(F)(F)F)c1)c1ccccc1 (configuration not stated)
  7	1.1	0	-3	1	-7	1.1	-10
- CC(C)c1nc(N2CCN(C(=O)c3ccco3)CC2)c(C#N)c2c1COC(C)(C)C2
  -291	0.85	-16	-3	-2	0	1.7	-1
- C=CCOC(=O)C1=C(C)NC(=S)NC1c1cccs1 (configuration not stated)
  22	0.9	-3	1	3	0	-1.7	17
- Cc1nc(S(=O)(=O)N(C)Cc2ccccc2)c(C#N)c(C)c1Cl
  5	1	-8	1	-1	9	-0.5	-12
- COc1ccccc1NC(=O)CNC(c1ccccc1)c1ccccc1
  1	0.84	-7	0	-2	2	1.2	-5

(next part)
smiles,SENP8 inh,hIAP act,SENP6 block,GRIN3A LBD mod,SENP1 inh,ATG4B inh,MPTP block,PfG6PD inh
CC(=O)c1sc(Nc2nc(C)cc(C)n2)nc1C,-2,1,-15,-2,0,9,-0.8,10
Nc1cc(=O)[nH]c(SCC(=O)NCCC2=CCCCC2)n1,12,1,1,-2,-2,-12,-0.2,11
Cc1cc(C)c(NC(=O)CC(C)(C)C)c(Cl)c1,15,1.1,-1,-4,3,8,0.2,-16
CN(CC(=O)NCCc1ccc(S(N)(=O)=O)cc1)S(=O)(=O)c1cccc2nsnc12,13,0.97,-8,0,1,-4,0.2,0
Cn1ncc2c(Nc3ccc([N+](=O)[O-])cc3)nc(Cl)nc21,22,.,.,-10,2,0,11,-5
O=C(NC12CC3CC(CC(C3)C1)C2)c1ccc(-c2ccccc2Cl)o1,17,0.99,5,0,1,0,2.0,14
Cc1nc2ccccc2c(=O)n1CCc1ccc(O)cc1,8,0.96,-31,-2,0,-3,-1.0,5
CCCc1cc2c(cc1NC(=O)c1ccco1)OCO2,11,1,7,1,3,-10,0.9,-5
NC(=O)c1c(N)sc(=S)n1-c1ccccc1,26,0.91,-16,3,-1,-5,-6.9,3
CC1SCC(=O)N(CC(=O)Nc2ccc3c(c2)OCCO3)C1=O (configuration not stated),18,1,-15,1,2,-8,-1.4,-4
O=[N+]([O-])c1nn(-c2ccc3c(c2)OCCO3)n(O)c1=NCc1ccccc1Cl,17,1.2,27,4,1,-8,0.3,-9
NC(=O)COC(=O)c1ccccc1OCc1ccccc1Cl,11,0.94,-1,2,0,16,0.9,-4
Cc1ccc(C(=O)NCC(=O)OCCCOC(=O)CNC(=O)c2ccc(C)c(C)c2)cc1C,20,1.1,-13,1,3,-17,-0.5,-8
CN(C)C(=S)SCCn1c(N)nc(N(C)C)nc1=O,10,1.1,-10,0,3,0,0.7,2
COc1ccc(NC(=O)c2cccc(S(=O)(=O)NCc3ccccc3)c2)cc1S(N)(=O)=O,8,1.1,17,-2,1,-5,-0.7,0
CCOC(=O)c1cnc(SC)nc1Oc1cccc(NS(=O)(=O)c2ccccc2)c1,28,0.84,-6,0,1,-1,1.1,-2

Full records, quoted from the list. Order of screens: SENP8 inh | hIAP act | SENP6 block | GRIN3A LBD mod | SENP1 inh | ATG4B inh | MPTP block | PfG6PD inh
Profile of NC(=O)COC(=O)c1ccccc1OCc1ccccc1Cl : 11 | 0.94 | -1 | 2 | 0 | 16 | 0.9 | -4
Profile of NC(=O)c1c(N)sc(=S)n1-c1ccccc1 : 26 | 0.91 | -16 | 3 | -1 | -5 | -6.9 | 3

(more compounds)
smiles,SENP8 inh,hIAP act,SENP6 block,GRIN3A LBD mod,SENP1 inh,ATG4B inh,MPTP block,PfG6PD inh
COc1cccc(NC(=O)COc2ccc(S(=O)(=O)NC(C)C)cc2)c1,10,0.83,-3,2,2,-3,-0.3,-2
COc1ccccc1CNC(=O)CN1C(=O)N(C)C2(CCCCC2)C1=O,8,1.1,-10,-2,0,0,-1.3,-16
CCOC(=O)c1nn(-c2cccc(C)c2)cc1C(=O)c1ccccc1,8,1.1,6,0,2,-1,4.4,17
Cc1ccc(CNC(=O)[C@@H](NC(=O)Cc2ccccc2)C(C)C)cc1,11,0.93,-3,-6,2,3,0.5,-23
CCCCCC(=O)Nc1nc(C)c(-c2csc(Nc3ccc(Cl)cc3)n2)s1,-122,1.2,-6,6,-12,1,1.1,20
CSc1nnc(C)c(=O)n1COC(=O)c1cc(Cl)ccc1[N+](=O)[O-],23,1.2,-5,-4,-14,27,1.7,17
Cc1cc(C(=O)O)ccc1N/C=C1\CCCC(C)C1=O (configuration not stated),-44,1.2,79*,-1,-11,-4,-0.8,-21
Cc1c(NC(=O)c2ccc(Cl)c(S(=O)(=O)N3CCOCC3)c2)c(=O)n(-c2ccccc2)n1C,9,0.9,-19,-2,0,10,-0.1,-5
Cc1sc(NC(=O)COc2cccc(-n3cnnn3)c2)c(C#N)c1C,20,1.2,-2,-11,1,-9,8.3,-2
CC(C)c1ccc2nc(N)sc2c1,16,1.2,-3,-2,3,-4,0.3,1

As entered above.
Value for `COc1ccccc1CNC(=O)CN1C(=O)N(C)C2(CCCCC2)C1=O` in MPTP block: -1.3
Value for `COc1cccc(NC(=O)COc2ccc(S(=O)(=O)NC(C)C)cc2)c1` in ATG4B inh: -3
Value for `CC(C)c1ccc2nc(N)sc2c1` in MPTP block: 0.3
Value for `CCCCCC(=O)Nc1nc(C)c(-c2csc(Nc3ccc(Cl)cc3)n2)s1` in GRIN3A LBD mod: 6

6 entries already listed, ordered by their value in SENP1 inh, largest number first:
| mol | hIAP act | SENP6 block | GRIN3A LBD mod | SENP1 inh | ATG4B inh | MPTP block | PfG6PD inh |
| --- | --- | --- | --- | --- | --- | --- | --- |
| CC(C)c1ccc2nc(N)sc2c1 | 1.2 | -3 | -2 | 3 | -4 | 0.3 | 1 |
| COc1cccc(NC(=O)COc2ccc(S(=O)(=O)NC(C)C)cc2)c1 | 0.83 | -3 | 2 | 2 | -3 | -0.3 | -2 |
| Cc1sc(NC(=O)COc2cccc(-n3cnnn3)c2)c(C#N)c1C | 1.2 | -2 | -11 | 1 | -9 | 8.3 | -2 |
| COc1ccccc1CNC(=O)CN1C(=O)N(C)C2(CCCCC2)C1=O | 1.1 | -10 | -2 | 0 | 0 | -1.3 | -16 |
| Cc1cc(C(=O)O)ccc1N/C=C1\CCCC(C)C1=O (configuration not stated) | 1.2 | 79* | -1 | -11 | -4 | -0.8 | -21 |
| CSc1nnc(C)c(=O)n1COC(=O)c1cc(Cl)ccc1[N+](=O)[O-] | 1.2 | -5 | -4 | -14 | 27 | 1.7 | 17 |

Assay outcomes from PubChem.
